TLR4-MyD88 BLA: TLR4-MyD88 interaction inhibition in cells; O00206+Q99836; HeLa CL3-4 TLR4/MyD88 BLA complementation, FRET ratio; inhibition, % at 8.4 µM; 200,000 tested, 0.18% active; in the data active means inhibition above about 25%;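 further: 0% = vehicle and 100% = reference inhibitor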
Target sequence (O00206 whole entry, looked up): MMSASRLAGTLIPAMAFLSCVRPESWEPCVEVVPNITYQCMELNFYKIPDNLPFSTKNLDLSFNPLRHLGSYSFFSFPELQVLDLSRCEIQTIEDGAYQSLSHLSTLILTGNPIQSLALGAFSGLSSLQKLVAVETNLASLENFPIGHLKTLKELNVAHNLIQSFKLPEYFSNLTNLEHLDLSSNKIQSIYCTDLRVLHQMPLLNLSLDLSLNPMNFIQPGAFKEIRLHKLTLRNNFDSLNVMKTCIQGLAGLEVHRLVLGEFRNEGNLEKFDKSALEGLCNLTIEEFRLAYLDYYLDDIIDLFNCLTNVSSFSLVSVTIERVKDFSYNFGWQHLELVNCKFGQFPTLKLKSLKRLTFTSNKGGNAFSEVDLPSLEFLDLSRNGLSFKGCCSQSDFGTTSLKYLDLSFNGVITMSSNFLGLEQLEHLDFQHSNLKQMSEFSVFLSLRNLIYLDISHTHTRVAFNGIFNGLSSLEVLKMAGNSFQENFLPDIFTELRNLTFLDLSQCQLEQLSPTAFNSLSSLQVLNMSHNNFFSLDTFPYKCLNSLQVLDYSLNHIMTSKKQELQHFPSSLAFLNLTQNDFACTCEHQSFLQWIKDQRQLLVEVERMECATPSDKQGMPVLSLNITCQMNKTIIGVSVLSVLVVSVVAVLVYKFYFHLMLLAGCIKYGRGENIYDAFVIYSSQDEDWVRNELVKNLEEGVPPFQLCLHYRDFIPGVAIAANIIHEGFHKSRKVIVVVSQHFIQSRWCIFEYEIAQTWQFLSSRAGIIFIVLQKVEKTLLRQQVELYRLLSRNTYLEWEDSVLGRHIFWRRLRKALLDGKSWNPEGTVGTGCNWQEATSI
Target sequence (Q99836 whole entry, looked up): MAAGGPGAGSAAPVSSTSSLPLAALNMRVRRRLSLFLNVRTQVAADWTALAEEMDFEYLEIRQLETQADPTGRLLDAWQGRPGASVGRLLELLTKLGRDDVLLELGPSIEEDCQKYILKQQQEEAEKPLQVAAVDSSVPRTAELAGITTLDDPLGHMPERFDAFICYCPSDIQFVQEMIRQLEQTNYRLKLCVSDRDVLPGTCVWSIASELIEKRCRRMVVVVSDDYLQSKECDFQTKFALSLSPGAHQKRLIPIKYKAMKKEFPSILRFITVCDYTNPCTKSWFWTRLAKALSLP
Hsp70 activator: Hsp70 transcriptional activation, primary screen | HeLa Hsp70 promoter luciferase reporter, luminescence; scaled: vehicle 0, proteasome-inhibitor control 100% | activation, % at 10 µM | 200,000 tested, 0.04% active | AID 1203;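 active means activation above the mean across all tested compounds plus 3 SD, cutoff set per campaign, cut at about 5.5% in these data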;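 further: 100% = MG132 at 30 µM as the positive control and 0% = DMSO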
STAT1 blocker: reduces IFN-gamma driven STAT1 reporter signal | NIH 3T3 STAT1-luciferase reporter, luminescence | inhibition, % at 5.5 µM | 200,000 tested, 0.35% active;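 active means inhibition above a set limit, the mean inhibition across all tested compounds plus 3 SD, cut at about 34% in these data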;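 further: 0% = IFN-gamma with DMSO and 100% = IFN-gamma with 300 µM nifuroxazide; values of inactives mirror those of a sister screen read the other way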
Redox H2O2 prof: compounds producing H2O2 with reducing agent – biochemical, NIH compound library profiling, artefact control for MLSCN library redox annotation, primary screen. AID 878. 200,000 tested, 0.03% active. DTT-dependent redox cycling H2O2, phenol red/HRP absorbance; 100% = 100 µM peroxide control, 0% = buffer. activation, % at 10 µM;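 active means activation of at least 50% relative to the plate's high and low controls in the primary single-dose screen; inactive means activation below 50%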;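 further: compound incubated with DTT at 0.8 mM final as the reducing agent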
STAT3 activator: increases IL-6 driven STAT3 reporter signal; activation (% of control), % at 5.6 µM; 190,000 tested, 0.91% active; U3A cells, IL-6 STAT3-luciferase reporter, luminescence; 100% = signal with IL-6 EC80 alone;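 active means activation above the screen-wide mean of compound activation plus 3 SD, cut at about 130% in these data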;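 further: 0% = background luminescence of wells with medium and substrate only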
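System – human U3A cells carrying STAT3-luciferase construct · Probe or stimulus – Interleukin-6, 33 ng/mL · Schedule – compound 1 h, then IL-6 6 h at 37 °C · Signal – luminescence from STAT3-driven luciferase reporter · Evaluation – percent of IL-6-only median luminescence · Benchmarks – IL-6-only high control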
APP 5'UTR act: APP 5'UTR luciferase reporter activation | AID 1276 | SH-SY5Y APP 5'UTR luciferase reporter, luminescence; zero percent = DMSO vehicle wells | activation, % at 2 µM | 190,000 tested, 1% active;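 active means activation above a set limit, based on mean plus 3 SD of controls, cut at about 140% in these data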; further: values of inactives mirror those of a sister screen read the other way
STAT3 inh: inhibitors of IL-6 induced STAT3 signaling; 190,000 tested, 0.89% active; inhibition, % at 5.5 µM; U3A cells, IL-6 STAT3-luciferase reporter, luminescence; host cell line lacks STAT1; AID 862;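 active means inhibition above the mean inhibition across all screened compounds plus 3 SD, cut at about 44% in these data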;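 further: 0% = DMSO only wells and 100% = 100 µM nifuroxazide control wells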
NF-kB neuron act: raises NF-kB expression in human neuronal cells | NF-kB reporter expression; active compounds read high | fold change at 12.5 µM | 190,000 tested, 1.6% active | AID 1239; in the data active means fold change above about 3.3
STAT1 activator: STAT1 signaling activation | NIH 3T3 STAT1-luciferase reporter, IFN-gamma, luminescence; 100% = IFN-gamma alone, no compound | activation (% of control), % at 5.5 µM | 200,000 tested, 2.6% active | AID 932;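 active means activation above the screen-wide mean activation plus 3 SD, cut at about 130% in these data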;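 further: raw ratio to IFN-gamma control signal so 100% means no change and 0% no light; values of inactives mirror those of a sister screen read the other way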
HMGR II inh: E. faecalis class II HMG-CoA reductase inhibition | inhibition, % at 10 µM | 190,000 tested, 0.41% active | purified E. faecalis HMGR, NADPH absorbance 340 nm kinetic;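 active means inhibition above a set limit, the median over all tested compounds plus 3 SD, cut at about 9.5% in these data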;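 further: enzyme runs in reverse so mevalonate oxidation gives rising NADPH absorbance; 0% = complete reaction with DMSO and 100% = background rate lacking mevalonate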
* = called active by the depositor; x = not tested or not shown.

SMILES	TLR4-MyD88 BLA	Hsp70 activator	STAT1 blocker	Redox H2O2 prof	STAT3 activator	APP 5'UTR act	STAT3 inh	NF-kB neuron act	STAT1 activator	HMGR II inh
COc1ccc(CN(C(=S)Nc2ccccc2)C2CC(=O)N(c3ccccc3)C2=O)cc1 (stereo not drawn)	6.9	-0.5	-7.7	0.6	109.7	21.6	-17.1	1.01	107.0	0.4
Cc1cc(=O)oc2c(C(=O)/C=C\c3cccs3)c(O)ccc12	10.5	-0.3	-12.8	-0.1	116.7	1.9	-15.4	1.7	111.5	-3.1
NC(=O)c1ccc[n+](CCC[n+]2cccc(C(N)=O)c2)c1	0.7	-0.2	-8.5	-3.2	101.1	13.2	0.3	0.92	105.4	0.2
COC(=O)/C=C/C(=O)Nc1cccnc1	6.5	-0.3	11.7	-4.4	103.4	13.4	0.7	1.36	89.6	1.8
O=C(CSc1nc2ccccc2o1)N1N=C(c2cccs2)CC1c1ccc(F)cc1 (stereo not drawn)	-8.6	-0.1	2.6	3.4	108.6	-3.7	-13.1	0.69	97.7	7.5
CN(C)c1nc(OCCOC(=O)c2ccccc2)nc(N(C)C)n1	4.5	-0.1	1.4	-0.3	85.7	-11.7	20.2	1.13	98.7	-3.8
CCCCCCCCC(=O)NNC(=O)c1c(O)c2ccccc2n(CCC)c1=O	-3.0	-0.2	-0.4	-0.4	97.8	5.6	4.1	1.29	99.4	-2.0
COCCNCCCCOc1ccc(Br)cc1C	-9.8	-0.1	1.8	3.3	106.1	2.7	-10.0	0.92	98.4	1.4
COc1ccc(C)cc1S(=O)(=O)N1CCC(C(=O)NCCc2ccccc2)CC1	-2.9	-0.1	-5.0	0.1	103.2	15.7	-1.1	1.2	104.5	-5.3
CN(NC(=O)COc1ccccc1)c1ccccc1	-1.5	-0.2	-6.3	0.7	97.8	-6.0	-2.4	1.08	105.7	-1.7
COc1ccc(C(=O)Nc2ccc(Cl)cc2C(=O)NCc2ccco2)cc1OC	-6.9	0.0	-2.2	-1.2	93.2	9.1	8.8	0.46	102.0	-7.6
CCc1cc(C(=O)NCCN(C)C)cs1	-6.0	0.0	-2.5	1.8	108.0	9.1	-5.4	0.92	102.3	1.2
CCOC(=O)c1sc(NC(=O)c2c(C)nn(Cc3ccccc3)c2C)cc1C	-7.6	-0.3	-9.1	-2.8	121.0	-3.5	-24.4	0.7	108.4	-1.6
COc1ccc(OC)c(-n2nnnc2SCC(=O)Nc2ccccc2N2CCOCC2)c1	3.1	-0.2	3.9	-0.4	101.5	-9.8	4.4	x	96.8	-14.5
Cn1nnnc1SCc1ccccc1F	13.8	-0.3	2.7	-2.5	94.9	14.0	12.3	1.04	98.6	-0.5
COc1ccc(OC)c(C(c2nnnn2Cc2ccccc2)N2CCN(C)CC2)c1 (stereo not drawn)	7.7	0.0	-5.7	0.8	103.4	-10.5	5.0	0.94	105.2	0.5
CCOC(=O)c1nnsc1Nc1ccc(C)c(C)c1	-7.2	-0.3	-21.7	-0.6	91.8	-8.2	12.1	2.21	118.5	-1.5
Cc1cc(C)c(C(=O)c2ccc(C(=O)N(C(C)C)C(C)C)cc2)c(C)c1	0.6	-0.5	1.3	-0.1	108.4	x	-9.9	0.7	97.8	1.9
CCN1CCN(C(c2ccc(OC)c(OC)c2)c2nnnn2C(C)(C)C)CC1 (stereo not drawn)	-11.4	-0.2	-4.9	-2.6	101.7	2.7	4.5	1.16	105.8	1.4
Cc1ccc(Cn2ncc3c(N4CCN(Cc5ccc(Cl)cc5)CC4)ncnc32)cc1	6.2	-0.1	1.3	-0.1	54.0	1.2	53.9*	0.86	98.8	-3.8
C#CCOC(=O)C[N+](C)(C)CC#Cc1ccccc1	-14.8	-0.2	-1.9	-1.1	93.0	3.5	17.6	0.91	100.1	-5.2
Cn1nc(C(F)(F)F)cc1Oc1ncc(C(F)(F)F)cc1Cl	5.3	0.0	-1.0	-0.3	96.2	18.2	12.5	1.3	101.1	3.6
Cc1ccc(C(=O)c2ccccc2C(=O)O)s1	-0.7	-0.3	-2.8	2.1	96.8	6.2	7.5	1.24	102.5	-9.7
Cc1c(NC(=O)Cn2nc(C(=O)O)c3ccccc3c2=O)c(=O)n(-c2ccccc2)n1C	-6.3	-0.4	-6.3	-0.1	101.0	-8.7	0.7	1	105.9	2.3
CCN(CC)C(=O)CSc1nnc([C@H](Cc2c[nH]c3ccccc23)NC(=O)OC(C)(C)C)o1	-6.7	-0.5	-4.5	1.7	99.9	0.2	4.2	0.94	104.1	-1.4

Further results follow.
SMILES	TLR4-MyD88 BLA	Hsp70 activator	STAT1 blocker	Redox H2O2 prof	STAT3 activator	APP 5'UTR act	STAT3 inh	NF-kB neuron act	STAT1 activator	HMGR II inh
CC(=O)NC(CCS(C)(=O)=O)C(=O)Nc1c(F)cccc1F (stereo not drawn)	6.9	-0.4	-1.6	-0.8	103.5	-8.0	-0.2	0.96	101.5	-5.1
COc1ccc(/C=N/Nc2nc3ccccc3[nH]2)cc1OC	1.7	0.0	-2.4	-0.7	97.7	41.8	0.2	1.41	102.1	0.3
CCOC(=O)C1CCN(c2c(C(=O)c3ccccc3)cnc3ccc(CC)cc23)CC1	-7.5	0.0	20.9	-1.9	106.0	23.5	-4.8	0.73	79.9	2.3
Cc1sc(NC(=O)c2ccco2)c(C(=O)c2ccc(Cl)cc2)c1C	-10.4	-0.3	12.6	-0.3	96.5	20.2	2.0	1.13	88.8	3.9
Cc1nn(C)c(C(=O)NNC(=S)NCc2ccco2)c1Cl	-2.1	0.0	0.2	0.1	98.5	20.1	4.8	1.25	102.7	-0.9
Cc1cccc(C)c1NC(=O)CSc1nnc(-c2ccoc2C)n1C	-5.9	0.1	5.1	1.3	96.6	-6.5	8.6	0.91	95.4	2.2
CC1=C(C(=O)Nc2ccccc2F)C(c2cccs2)C2=C(CCCC2=O)N1 (stereo not drawn)	6.8	0.8	3.8	0.0	101.2	-14.4	0.9	0.97	96.9	-1.0
Nc1nc(SCC(=O)N2CCCC2)[nH]c(=O)c1NC(=O)c1ccco1	-7.0	-0.3	4.9	-1.0	96.3	12.1	12.9	0.99	95.5	-8.8
Cc1ccccc1OCCSc1nc2ncnc(N)c2[nH]1	-12.0	0.0	1.8	-1.0	110.9	-11.2	-7.3	0.91	97.0	0.1
CCCCNC(=O)N1CCN(Cc2cccc(F)c2)CC1	-7.7	-0.3	-8.5	-0.9	95.2	4.2	9.8	1.24	106.1	3.1
CN(C)S(=O)(=O)c1cccc(C(=O)OCC(=O)Nc2ccccc2OC(F)F)c1	-3.3	0.1	-2.6	1.7	100.0	11.9	7.7	1.53	102.3	-2.0
COCCNCCOCCOc1cccc(OC)c1	-7.8	0.1	5.5	-0.5	106.2	-6.2	-6.6	1.12	95.1	-0.8
N#Cc1ccsc1NC(=O)c1cnccn1	-7.5	-0.2	1.4	1.2	98.3	4.0	6.0	0.95	98.7	-5.7
COc1ccc(-c2nc3ccccn3c2CN2CCN(c3ccccc3F)CC2)cc1	3.6	-0.2	1.6	-0.5	98.1	8.7	11.1	0.8	98.7	-2.1
Cc1cc(=O)c(C(=O)O)cn1Nc1ccc(Cl)cc1	6.7	-0.1	2.1	0.2	101.7	-9.8	2.6	1.11	98.0	-3.6
O=C(Nc1ccc2oc(-c3ccncc3)nc2c1)c1c(F)c(F)c(F)c(F)c1F	0.9	-0.3	0.7	1.2	78.6	0.9	28.3	1.22	99.3	1.8
COCCCNC(=O)/C(=C\c1cccn1C)NC(=O)c1cccs1	-19.4	0.1	5.5	-0.2	87.8	-1.4	14.6	1.04	95.2	-5.5
Cc1cc(NC(=O)CSc2ncn[nH]2)no1	-8.0	-0.1	-5.7	-1.0	99.6	-26.7	5.7	1.03	104.0	8.9
COc1ccc(C(CC(=O)c2ccc(C)cc2)C(C#N)C#N)cc1OC (stereo not drawn)	-7.2	-0.4	1.7	0.8	100.4	-4.6	-2.8	0.53	98.5	-6.6
CC(C)(C)SCCNC(=O)CSc1ccccc1	-4.4	-0.3	-16.7	-1.0	117.9	5.7	-15.4	x	115.2	x
C=CCn1c(SCC(=O)c2ccc(O)c(O)c2)nnc1-c1ccccc1OC	-13.8	-0.2	-1.7	2.2	106.8	-1.6	1.0	0.6	101.5	-0.9
O=C(Nc1cc(C(F)(F)F)ccc1-n1cncn1)c1ccc(Br)cc1	4.1	0.1	-1.7	-7.5	81.7	-6.8	25.2	1.1	101.5	0.1
Cc1cc(C(=O)COC(=O)[C@H](C)NC(=O)c2ccco2)c(C)n1Cc1ccco1	-4.0	1.4	-4.8	-1.6	95.5	10.1	7.8	1.21	103.8	-1.5
O=C(COc1c(F)c(F)cc(F)c1F)NC(=O)NC1CCCC1	6.3	-0.1	-12.5	0.1	89.6	-12.9	16.9	0.95	111.4	-2.7
CC(C)c1ccc2c(c1)[C@H]1OCC[C@H]1[C@@H](c1cccs1)N2	-0.1	-0.1	-12.1	0.0	105.2	-85.8	-2.0	2.01	110.7	0.8

New compounds follow:
SMILES	TLR4-MyD88 BLA	Hsp70 activator	STAT1 blocker	Redox H2O2 prof	STAT3 activator	APP 5'UTR act	STAT3 inh	NF-kB neuron act	STAT1 activator	HMGR II inh
CCSc1nnc(NC(=O)CCc2ccccc2)s1	-11.2	-0.1	-4.1	-2.6	106.1	4.4	-4.6	1.56	103.7	-5.8
CCOC(=O)/C=C(\C)N1N=C(c2ccccc2)CC1c1ccccc1 (stereo not drawn)	3.4	0.3	-46.3	0.1	125.2	83.4	-13.7	2.52	141.5*	3.8
O=C(OCC1OC2OC3(CCCCC3)OC2C2OC3(CCCCC3)OC12)c1ccccc1 (stereo not drawn)	0.7	-0.1	-3.5	-0.7	104.8	0.2	-8.7	1.17	105.6	2.7
Cc1ccc(-n2c(Cc3cccn3C)nnc2SCC(=O)Nc2cc(C)on2)cc1	8.5	-0.4	11.4	-0.9	92.1	1.6	15.1	1.17	89.6	0.9
C/C(=N\NC(=O)CCc1ccccc1)C1C(=O)c2ccccc2C1=O	0.0	-0.1	-12.8	0.1	115.4	40.1	-15.7	0.96	110.0	-10.9
COc1ccc(O)c(/C=N/NC(=S)Nc2cccc(S(=O)(=O)N(C)C)c2)c1	1.6	-0.3	-0.8	-0.4	77.4	-59.8	29.5	1.04	100.7	-4.3
O=C1OCC2=C1C(c1ccc(F)cc1)CC(=O)N2c1ccc(F)cc1 (stereo not drawn)	5.9	0.0	-7.9	12.0	98.6	-0.7	6.0	1.04	105.6	-4.2
COc1ccc(/C=N/n2cnn(Cc3ccccc3Cl)c2=S)cc1OC	-7.4	0.0	17.1	-1.9	81.3	41.6	25.0	0.82	83.5	-2.5
CCC(C(=O)OCC(=O)Nc1cc(OC)ccc1OC)c1ccccc1 (stereo not drawn)	-9.0	-0.3	0.9	-0.8	101.4	2.0	-1.1	1.11	99.8	-0.7

2 consecutive records already listed:
SMILES	TLR4-MyD88 BLA	Hsp70 activator	STAT1 blocker	Redox H2O2 prof	STAT3 activator	APP 5'UTR act	STAT3 inh	NF-kB neuron act	STAT1 activator	HMGR II inh
CCSc1nnc(NC(=O)CCc2ccccc2)s1	-11.2	-0.1	-4.1	-2.6	106.1	4.4	-4.6	1.56	103.7	-5.8
CCOC(=O)/C=C(\C)N1N=C(c2ccccc2)CC1c1ccccc1 (stereo not drawn)	3.4	0.3	-46.3	0.1	125.2	83.4	-13.7	2.52	141.5*	3.8

Screens as filed in PubChem BioAssay.
